# Rad51 HR inh: Rad51 (human) homologous recombination inhibition; hRad51 DNA strand exchange, fluorescence dequenching; inhibition, % at 10 µM; 200,000 tested, 0.085% active; AID 1385;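 active = inhibition above 40% at the single screening dose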;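 note: 0% = DMSO control wells and 100% = blanks with heterologous ssDNA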
#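 Read-out basis: percent inhibition relative to plate controls and blanks / Assay system: human Rad51 nucleoprotein filaments preassembled on unlabelled ssDNA / Timing: filaments 15 min 37 °C, then compound 30 min / Control set: per-plate controls and blanks / Technique: fluorescence dequenching at 485/520 nm / Compound: 10 µM final, single point / Also added: Fluorescein- and BHQ1-tagged 47-mer duplex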
# eIF4E 4G PPI: eIF4E/eIF4G interaction inhibition in translation initiation. 220,000 tested, 0.37% active. AID 782. TR-FRET eIF4E-eIF4GI(517-606) binding, 2 h. inhibition, % at 21.7 µM. P63073+Q04637;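 note: 0% = full FRET control wells and 100% = background wells lacking eIF4GI fragment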
# Target sequence (P63073 whole entry, looked up, the tested form may be a part): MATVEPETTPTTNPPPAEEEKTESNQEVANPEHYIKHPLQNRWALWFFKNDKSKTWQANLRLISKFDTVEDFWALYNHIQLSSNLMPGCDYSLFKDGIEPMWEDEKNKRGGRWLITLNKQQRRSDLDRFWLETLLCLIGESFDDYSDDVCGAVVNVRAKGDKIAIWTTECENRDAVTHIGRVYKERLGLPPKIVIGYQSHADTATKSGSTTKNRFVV
# Target sequence (Q04637 whole entry, looked up, the tested form may be a part): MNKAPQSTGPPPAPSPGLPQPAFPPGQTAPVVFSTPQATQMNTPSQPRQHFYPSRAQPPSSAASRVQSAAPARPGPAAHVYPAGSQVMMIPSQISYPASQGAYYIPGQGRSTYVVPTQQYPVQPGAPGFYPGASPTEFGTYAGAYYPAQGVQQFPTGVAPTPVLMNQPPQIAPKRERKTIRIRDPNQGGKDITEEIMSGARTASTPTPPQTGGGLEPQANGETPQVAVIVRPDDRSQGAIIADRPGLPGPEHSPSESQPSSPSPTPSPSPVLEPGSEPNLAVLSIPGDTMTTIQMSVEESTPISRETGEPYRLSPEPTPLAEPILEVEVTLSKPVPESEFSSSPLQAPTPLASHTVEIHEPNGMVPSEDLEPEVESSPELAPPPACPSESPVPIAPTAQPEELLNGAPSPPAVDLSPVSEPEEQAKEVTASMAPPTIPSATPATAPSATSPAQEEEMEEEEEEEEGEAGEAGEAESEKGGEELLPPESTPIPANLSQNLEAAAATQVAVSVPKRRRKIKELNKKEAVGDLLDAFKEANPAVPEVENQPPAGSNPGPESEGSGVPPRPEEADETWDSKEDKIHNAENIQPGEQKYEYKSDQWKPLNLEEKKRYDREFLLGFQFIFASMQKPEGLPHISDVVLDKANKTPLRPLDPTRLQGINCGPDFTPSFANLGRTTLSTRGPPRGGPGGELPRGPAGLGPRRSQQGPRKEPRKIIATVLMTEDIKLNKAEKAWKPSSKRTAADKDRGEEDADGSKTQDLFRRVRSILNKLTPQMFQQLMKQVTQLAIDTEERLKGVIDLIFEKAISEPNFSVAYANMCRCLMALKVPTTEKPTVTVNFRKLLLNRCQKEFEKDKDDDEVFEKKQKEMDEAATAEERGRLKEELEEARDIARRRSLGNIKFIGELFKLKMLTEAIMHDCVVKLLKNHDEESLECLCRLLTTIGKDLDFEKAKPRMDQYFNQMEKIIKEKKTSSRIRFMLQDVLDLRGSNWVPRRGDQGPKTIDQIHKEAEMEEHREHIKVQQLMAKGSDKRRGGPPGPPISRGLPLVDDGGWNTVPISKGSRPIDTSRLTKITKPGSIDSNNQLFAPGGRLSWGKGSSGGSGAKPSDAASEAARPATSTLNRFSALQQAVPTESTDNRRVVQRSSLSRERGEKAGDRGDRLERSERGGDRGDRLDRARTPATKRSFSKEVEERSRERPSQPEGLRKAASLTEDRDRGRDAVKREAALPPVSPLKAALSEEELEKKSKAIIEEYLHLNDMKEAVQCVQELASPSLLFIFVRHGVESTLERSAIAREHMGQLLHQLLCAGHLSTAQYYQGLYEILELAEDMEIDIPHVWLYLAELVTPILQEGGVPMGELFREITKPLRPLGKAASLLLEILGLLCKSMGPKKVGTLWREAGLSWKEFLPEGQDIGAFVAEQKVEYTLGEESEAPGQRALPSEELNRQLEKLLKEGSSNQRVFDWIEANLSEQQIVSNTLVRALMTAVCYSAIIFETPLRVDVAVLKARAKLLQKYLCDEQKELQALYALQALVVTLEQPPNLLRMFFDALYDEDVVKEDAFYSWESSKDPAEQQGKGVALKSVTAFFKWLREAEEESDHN
# 14-3-3 Bad PPI: disrupts binding of bovine 14-3-3 zeta to phospho-Bad peptide | P63103 | TR-FRET 14-3-3zeta/Dy647-pBad peptide displacement, 1 h | AID 781 | 220,000 tested, 0.71% active | inhibition, % at 21.7 µM;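 active = inhibition above about 70%, limit read from the data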;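 note: 0% = full 14-3-3 plus peptide FRET controls and 100% = background without 14-3-3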
# EBV gp42 inh: inhibitors of Epstein-Barr virus glycoprotein 42. Q1HVG2. Fluorescence polarization binding assay, mP read-out. inhibition, % (tested at 21.74 µM). 220,000 tested, 0.42% active; in the data active = inhibition above about 50%
# Furin inh: inhibitors of human furin; purified furin, fluorogenic substrate cleavage; inhibition, % at 30 µM; 220,000 tested, 0.061% active; in the data active = inhibition above about 25%; note: inactives centre near -15
# p47phox inh: p47phox (human) inhibition | P14598 | p47phox/p22phox peptide binding, fluorescence polarization, 2 h | inhibition, % at 24.7 µM | 220,000 tested, 0.53% active | AID 1274;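 note: 0% = p47phox with labelled peptide and 100% = labelled peptide alone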
# Cl transport mod: KCC2 (human) Cl- transport modulation. 190,000 tested, 2.2% active. KCC2 cells, thallium flux FluoZin-2 fluorescence. B-score of Tl+ flux slope (higher = more flux/activation; lower = inhibition) at 10 µM. Q9H2X9;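 active = thallium flux slope and its plate-corrected score both differing from the plate sample mean at a set confidence after two filtering rounds, in either direction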;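 note: slope of fluorescence scaled to starting intensity during 10 to 20 s after thallium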
# Thrombin inh: blocks human thrombin protease activity. P00734. alpha-thrombin, Boc-VPR-AMC fluorogenic substrate cleavage. inhibition, % at 5 µM. 220,000 tested, 0.26% active;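 active = inhibition at or above 40%; inactive = inhibition below 40%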;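 note: 0% = enzyme with no compound and 100% = wells without enzyme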
#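 Material: human alpha-thrombin protein; Also added: Boc-VPR-AMC substrate, 15 µM final; Timing: enzyme reaction carried out at room temperature; Signal: fluorescence, ex 355 nm, em 460 nm; Measure: % inhibition of thrombin; Controls: enzyme without compound as high, wells lacking enzyme as low.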
# hK5 inh: blocks human kallikrein 5 protease activity; recombinant hK5, fluorogenic AMC substrate cleavage; inhibition, % at 5 µM; 210,000 tested, 0.59% active; AID 873;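 active = inhibition of 40% or more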;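 note: 0% = enzyme controls without compound and 100% = no-enzyme blanks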
# Active calls of the source: *; / = no result given; [ ] = remark or other dose.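 Rule for the calls, unless noted: active = inhibition above about 30% (limit read from the data); inactive = the rest.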 Outcome played no part in choosing rows, and some 4.7% of all compounds hit somewhere here.
# Short forms – A = Rad51 HR inh; B = eIF4E 4G PPI; C = 14-3-3 Bad PPI; D = EBV gp42 inh; E = Furin inh; F = p47phox inh; G = Cl transport mod; H = Thrombin inh; I = hK5 inh
[1] CC1CCN(C2=C(NS(=O)(=O)c3ccc(Cl)cc3)C(=O)c3ccccc3C2=O)CC1
  A = 10; B = 1; C = -8; D = 4; E = -14; F = -9; G = 1.1; H = -2; I = -1

[2] O=C(O)C1CCN(Cc2ccccn2)CC1
  A = -7; B = -5; C = 29; D = -13; E = -24; F = 2; G = -0.23; H = 8; I = 13

[3] C=CCn1c(Cc2csc(N)n2)nnc1SCC(=O)OCC
  A = 4; B = -1[fluorescence artefact?]; C = -12[fluorescence artefact?]; D = -15; E = 0[20 µM]; F = -11; G = 0.34; H = 1; I = 1

[4] C1CCCCCC(NCCN2CCNCC2)CCCCC1
  A = /; B = -5; C = 0; D = -16; E = -26; F = -2; G = 0.37; H = -5; I = 0

[5] COc1ccc(CCN(C)C(=O)CSc2nccn2C)cc1OC
  A = 0; B = /; C = /; D = -1; E = -14; F = 1; G = -2.2; H = 1; I = -6

[6] CCC(=O)NC(=S)Nc1ccc(NC(=S)NC(=O)c2ccccc2)cc1
  A = 12; B = -4; C = -4; D = -23; E = -19; F = -25; G = -0.69; H = -14; I = 0

[7] Cc1oc(-c2cccs2)nc1CS(=O)CC(=O)NCCc1ccccc1 (stereo not drawn)
  A = 0; B = 2; C = 11; D = 2; E = -26; F = -15; G = -1.4; H = -9; I = -25

[8] O=C(Cc1ccccc1)NCC(=O)OC(c1ccccc1)c1ccccc1
  A = /; B = -2; C = -2; D = -3; E = -30; F = /; G = -1.5; H = -3; I = 8

[9] CC(C)C1C(C#N)=C(N)Oc2n[nH]c(-c3ccc4ccccc4c3)c21 (stereo not drawn)
  A = 3; B = 9[fluorescence artefact?]; C = -14[fluorescence artefact?]; D = 7; E = -7[20 µM]; F = -36; G = /; H = 15; I = 6

[10] Cc1onc(-c2c(F)cccc2Cl)c1C(=O)Nc1nccs1
  A = -11; B = 3; C = 14; D = 1; E = -15; F = 2; G = 0.47; H = -10; I = -1

[11] C(=N\NCc1ccccc1)/c1ccc2ncccc2c1
  A = /; B = -2; C = -6; D = -2; E = -11; F = -8; G = -1.3; H = -4; I = 2

[12] CCOC(=O)CC(NS(=O)(=O)c1ccc(NC(C)=O)cc1)c1ccc(OCC)cc1 (stereo not drawn)
  A = 5; B = 0[fluorescence artefact?]; C = 14[fluorescence artefact?]; D = 1; E = -10[20 µM]; F = -6; G = 0.98; H = 0; I = 2

[13] O=C(NNC(=O)C1CCN(S(=O)(=O)c2ccc(Cl)cc2)CC1)c1ccc(Cl)cc1
  A = 0; B = -12[fluorescence artefact?]; C = -3; D = -21; E = -18[20 µM]; F = -18; G = /; H = 2; I = 3

[14] O=C(NCc1ccco1)C12CC3CC(CC(C3)C1)C2
  A = 2; B = -1; C = -6; D = -22; E = -16[20 µM]; F = 1; G = -0.83; H = 1; I = -10

[15] CC(=O)c1ccc(Oc2ccc(C(C)=O)cc2)cc1
  A = -3; B = -7; C = -1; D = -8; E = -13; F = -13; G = /; H = 3; I = -6

[16] COC(=O)c1ccc(COc2ccccc2/C=C(\C#N)C(=O)Nc2ccc(C)cc2C)cc1
  A = -4; B = 0; C = 0; D = -17; E = -19; F = -2; G = -0.28; H = -9; I = 8

[17] Cc1ccc(NS(=O)(=O)c2ccc(C)c(C(=O)N3CCN(C)CC3)c2)cc1
  A = 1; B = 14; C = 22; D = -22; E = -29; F = 2; G = 0.37; H = 2; I = -27

[18] Cc1ccccc1C1C(C#N)=C2NC(=O)c3c(sc4c3CCCCC4)N2C2=C1C(=O)CC(C)(C)C2 (stereo not drawn)
  A = /; B = -7; C = -7; D = -15; E = -12[20 µM]; F = -9; G = 1.7; H = -2; I = -84

[19] Cc1cc(C)n2nc(C(=O)NCc3ccco3)cc2n1
  A = 3; B = 4; C = -4; D = 4; E = -6; F = 0; G = 1.1; H = -3; I = -10

[20] O=C(CCC(=O)Nc1ccccc1)N/N=C/c1ccco1
  A = -5; B = 1; C = 5; D = -11; E = -15; F = -11; G = -0.71; H = 1; I = 8

[21] CCCCNC(=O)/C(C#N)=C/c1ccc(C(=O)OC)cc1
  A = 6; B = 4; C = -1; D = -11; E = -5; F = -7; G = -0.5; H = -12; I = -8

[22] CN(Cc1ccc(OCC(O)CN(C)Cc2ccccc2)cc1)Cc1nccn1C (stereo not drawn)
  A = -21; B = -4; C = 0; D = -21; E = 3; F = -9; G = -1.1; H = 2; I = 3

[23] COc1cccc(NC(=O)CSc2c3c(nc4ccccc24)CCCC3)c1
  A = /; B = -4[fluorescence artefact?]; C = 5; D = 16; E = -19; F = -7; G = -1.1; H = -4; I = -8

[24] Cc1c(-c2ccc(Br)cc2)[n+](=O)c2c(n1[O-])CCCCC2
  A = 13; B = 1; C = 2; D = -8; E = -17; F = -10; G = -0.14; H = -5; I = 2

[25] CN(C)c1ccc(-c2nnn(CC(=O)Nc3ccccc3N3CCOCC3)n2)cc1
  A = /; B = 5; C = -4; D = -6; E = -31; F = -14; G = -0.85; H = 8; I = 66*

# Rewritten with values under each structure: 9 of the compounds above
# Values run as follows: Rad51 HR inh | eIF4E 4G PPI | 14-3-3 Bad PPI | EBV gp42 inh | Furin inh | p47phox inh | Cl transport mod | Thrombin inh | hK5 inh
(17) Cc1ccc(NS(=O)(=O)c2ccc(C)c(C(=O)N3CCN(C)CC3)c2)cc1
    1 | 14 | 22 | -22 | -29 | 2 | 0.37 | 2 | -27
(18) Cc1ccccc1C1C(C#N)=C2NC(=O)c3c(sc4c3CCCCC4)N2C2=C1C(=O)CC(C)(C)C2 (stereo not drawn)
    / | -7 | -7 | -15 | -12[20 µM] | -9 | 1.7 | -2 | -84
(19) Cc1cc(C)n2nc(C(=O)NCc3ccco3)cc2n1
    3 | 4 | -4 | 4 | -6 | 0 | 1.1 | -3 | -10
(20) O=C(CCC(=O)Nc1ccccc1)N/N=C/c1ccco1
    -5 | 1 | 5 | -11 | -15 | -11 | -0.71 | 1 | 8
(21) CCCCNC(=O)/C(C#N)=C/c1ccc(C(=O)OC)cc1
    6 | 4 | -1 | -11 | -5 | -7 | -0.5 | -12 | -8
(22) CN(Cc1ccc(OCC(O)CN(C)Cc2ccccc2)cc1)Cc1nccn1C (stereo not drawn)
    -21 | -4 | 0 | -21 | 3 | -9 | -1.1 | 2 | 3
(23) COc1cccc(NC(=O)CSc2c3c(nc4ccccc24)CCCC3)c1
    / | -4[fluorescence artefact?] | 5 | 16 | -19 | -7 | -1.1 | -4 | -8
(24) Cc1c(-c2ccc(Br)cc2)[n+](=O)c2c(n1[O-])CCCCC2
    13 | 1 | 2 | -8 | -17 | -10 | -0.14 | -5 | 2
(25) CN(C)c1ccc(-c2nnn(CC(=O)Nc3ccccc3N3CCOCC3)n2)cc1
    / | 5 | -4 | -6 | -31 | -14 | -0.85 | 8 | 66*

# (listing goes on)
# Short forms – A = Rad51 HR inh; B = eIF4E 4G PPI; C = 14-3-3 Bad PPI; D = EBV gp42 inh; E = Furin inh; F = p47phox inh; G = Cl transport mod; H = Thrombin inh; I = hK5 inh
[26] NC(=O)Cc1ccc(C(=O)c2ccc(F)cc2)s1
  A = 21; B = 0; C = -8; D = -11; E = -4; F = -6; G = -1.5; H = -9; I = -4

[27] Cc1ccc(S(=O)(=O)NCCN2CCNC2=O)cc1
  A = /; B = 8; C = -4; D = -15; E = 8; F = -4; G = 0.51; H = 1; I = 3

[28] Cc1cccc2sc(NC(=O)[C@@H]3CCCN3C(=O)c3cccs3)nc12
  A = -9; B = -2[fluorescence artefact?]; C = -5; D = 3; E = -2; F = -8; G = -0.73; H = -6; I = 0

[29] O=C(COC(=O)c1cncc(Br)c1)Nc1nc(-c2ccc(F)cc2)cs1
  A = -5; B = -3; C = -6; D = -8; E = -16; F = -45; G = 1; H = 1; I = 2

[30] CN(C)S(=O)(=O)c1cccc(NC(=S)Nc2ccc3cn[nH]c3c2)c1
  A = 1; B = -1; C = -5; D = -14; E = -21; F = -13; G = 2.2; H = 31; I = 2

[31] COc1ccc(CC(=O)Nc2ccccc2N2CCOCC2)cc1OC
  A = 7; B = 3; C = -16; D = -2; E = -22; F = 0; G = -0.03; H = -5; I = 4

[32] Cn1c(SCC(=O)N2CCOCC2)nc2sc3c(c2c1=O)CCCC3
  A = 0; B = -2; C = 5; D = -29; E = -14; F = 4; G = 0.11; H = 10; I = 4

[33] COC(=O)c1sc(C(F)(F)F)c(-c2ccccc2)c1S(=O)(=O)N1CCCC1
  A = 15; B = -1; C = -2; D = -10; E = -13; F = -15; G = /; H = -3; I = 0

[34] Cc1ccc(NC(=O)CN2C(=O)S/C(=C\C(=O)Nc3ccc(Cl)cc3)C2=O)cc1
  A = -9; B = 6; C = -9; D = -11; E = -3; F = 5; G = 0.039; H = 10; I = 45*

[35] Cc1ccc(OCCN(C)C)c([N+](=O)[O-])c1
  A = -29; B = 2; C = 30; D = -6; E = -31; F = -2; G = -0.28; H = -1; I = -4

[36] Cc1cc(NC(=O)CSc2nnc(-c3ccco3)n2CC2CCCO2)no1 (stereo not drawn)
  A = -2; B = -6[fluorescence artefact?]; C = -15[fluorescence artefact?]; D = -15; E = -18; F = -2; G = 0.21; H = 2; I = -7

[37] O=C(CC1C(=O)NCCN1Cc1ccc(-c2ccccc2)cc1)NCc1ccncc1 (stereo not drawn)
  A = 14; B = -4; C = -10; D = -15; E = -15; F = 2; G = -1.3; H = -6; I = 2

[38] Cn1c(N2CCOCC2)nc(-c2ccccc2)c1-c1ccccc1
  A = -2; B = 3; C = -17; D = 10; E = -23; F = 3; G = 0.22; H = -1; I = -12

[39] Cc1ccc(Cl)cc1NC(=S)N(Cc1ccccc1)Cc1cccnc1
  A = 6; B = 2; C = -3; D = -8; E = -12; F = -3; G = -0.27; H = -7; I = -4

[40] CC1(C)Cc2cccc(C(=O)Nc3ccc(Cl)cc3)c2O1
  A = 9; B = 0; C = 4; D = -2; E = -9; F = -17; G = -1.1; H = 1; I = -1

[41] CS(=O)(=O)N(CC(=O)Nc1ccccc1Sc1ccccc1)c1cccc(Br)c1
  A = -5; B = -1; C = 19; D = -17; E = -8[20 µM]; F = -6; G = -1.9; H = 1; I = -30

[42] O=C(Cn1nc(Cl)nc1Cl)c1ccc2c(c1)OCCO2
  A = -2; B = 2[fluorescence artefact?]; C = 4[fluorescence artefact?]; D = 3; E = -32; F = 3; G = /; H = -8; I = 14

[43] Cc1ccc(CSCCNC(=O)CCSc2ccccc2)cc1
  A = 7; B = 4; C = 1; D = 3; E = -26; F = 2; G = /; H = -9; I = -16

[44] N#CC(C#N)=C/C=C(\Nc1ccc(Cl)cc1)c1ccc(Cl)cc1
  A = 6; B = -4; C = 3; D = -19; E = -7; F = -19; G = -0.49; H = 5; I = 4

[45] O=C(Nc1cccc(-c2cn3ccccc3n2)c1)c1cccs1
  A = /; B = -2; C = -2; D = 4; E = -17; F = -29; G = -1.1; H = 5; I = -4

[46] Cc1cc(OCC(O)CN2CCN(C)CC2)ccc1C(C)C (stereo not drawn)
  A = -8; B = -8; C = 64; D = -12; E = -9; F = 6; G = 0.57; H = 1; I = -10

[47] O=S(=O)(/N=C(/NNS(=O)(=O)c1ccccc1)c1ccccc1)c1ccccc1
  A = 2; B = 2; C = -1; D = -14; E = -19; F = 5; G = -1.4; H = -12; I = -6

[48] O=C(NCc1nnc(SCC(=O)N2CCC(Cc3ccccc3)CC2)o1)c1ccccc1F
  A = -4; B = -5; C = -6; D = 1; E = -19; F = -10; G = -2.2; H = 0; I = -1
